BCR signal inh: qHTS Assay to Find Inhibitors of Chronic Active B-Cell Receptor Signaling; ABC-DLBCL IkBa-CBG/CBR reporter, luminescence ratio, 4 h; 340,000 tested, 0.05% active; Potency, µM (series often up to 46.1 µM), inactives show at the highest dose ratio change, negative = lower green/red ratio, actives largely listed as inhibitors; active = well fitted inhibition curve with a large enough effect in the signal ratio, with a control signal flat, not every such curve was filed as active; inconclusive = small, poorly fitted or top-dose-only effect, or effect the other way, or a change in a side signal; the % refers to the signal ratio;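 note: potency is the fitted concentration of half-maximal effect; plate controls were basal doxycycline-induced cells for no effect and cells given 10 µM MG132 for full effect; MG132 reads +100%, hits lower the ratio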
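Concentration-response series (up to 46 uM) were applied to TMD8 dual-reporter cells for 4 h at 37C with doxycycline. Green/red ratio, after filter-overlap correction, defined %Activity; red signal alone was normalised to basal cells and zero luminescence.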
Tb PFK block: qHTS Assay to Find Inhibitors of T. brucei phosphofructokinase; ATP-dependent 6-phosphofructokinase (Trypanosoma brucei brucei), O15648; T. brucei PFK, ADP-Glo luminescence; Potency, µM (titrated, usually from 57.5 µM), for the others: at the highest dose activity, negative = inhibition, hits mostly inhibitors; 330,000 tested, 0.17% active; AID 485367, 2010;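 note: potency is the fitted concentration of half-maximal effect; 0% = uninhibited 1x PFK enzyme wells and -100% = no-enzyme wells; nearly all actives have a fitted effect of over 60% in size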
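Luminescent ADP detection (ADP-Glo, two-step: ATP depletion then ADP-to-ATP conversion for luciferase) reported PFK activity after 45 min room-temperature reaction of 1.25 nM enzyme with 0.5 mM F6P and 0.1 mM ATP at pH 8.0.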
TCR act: Activators of T cell receptors: qHTS campaign; primary human leukocytes, anti-CD3, IL-2 HTRF, 48 h; Potency, µM (top dose mostly 9.22 µM), inactives show at the highest dose activation of IL-2 secretion, most hits filed as activators; 330,000 tested, under 10 active; AID 504894, 2011; note: % of control where 0% means no effect
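48 hr co-incubation of compounds, a-CD3 beads and primary human leukocytes; IL-2 quantified homogeneously by HTRF with anti-IL-2 K and d2 conjugates.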
S-ASM inh: Inhibitors of Secretory Acid Sphingomyelinase (S-ASM): qHTS | placental ASM, HMU-PC fluorogenic substrate, 60 min | 340,000 tested, 0.006% active | Potency, µM (titrated, usually from 57.5 µM), for inactives: at the highest dose activity change, negative = inhibition, usual class: inhibitors; note: potency is the fitted concentration of half-maximal effect
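Human placenta-derived ASM enzyme was preincubated with compound for 10 minutes at room temperature, then given fluorogenic substrate HMU-PC0 (9 uM final) for 60 minutes at 37 °C; a pH 10 stop preceded fluorescence reading at Ex 386/Em 447 nm.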
Integrin act MD: qHTS for Activators of Integrin-Mediated Alleviation for Muscular Dystrophy; alpha7betagal myoblasts, beta-gal FDG fluorescence, 48 h; Potency, µM (doses to about 38.3 µM), inactives show top-dose activation, hits mostly activators; 350,000 tested, 0.064% active; AID 624291, 2012;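 note: potency is the fitted concentration of half-maximal effect; 100% = response of the positive control SU9516; nearly all actives have a fitted effect of over 60% in size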
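alpha7betagal+/- myoblasts (passage 13, 250/well) treated 48 h at 37C with compounds at 1:260 dilution of DMSO stock. Lysed, then beta-galactosidase activity read as FDG fluorescence (ex 480/em 540) after 30 min, with pre-read for autofluorescence.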
Mito fusion yeast: qHTS Assay for Small Molecule Inhibitors of Mitochondrial Division or Activators of Mitochondrial Fusion. Potency, µM (doses to about 46.1 µM), for the others: top-dose growth rescue (activation), actives largely listed as activators. AID 485298, 2010. 320,000 tested, 0.23% active. S. cerevisiae fusion-defective mutant growth rescue, CellTiterGlo 48 h;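 note: potency is the fitted concentration of half-maximal effect; % of control where 0% means no effect; nearly all actives have a fitted effect of over 45% in size; temperature-sensitive fusion mutants such as fzo1-1 at 37 °C on non-fermentable ethanol glycerol medium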
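Luminescent cell viability in 1536-well qHTS format served as the measure of rescued growth in ts fusion-mutant S. cerevisiae cultured on non-fermentable YPEG for 48 hours at 37C.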
TSG101-PTAP inh: qHTS Assay for Iinhibitors of HIV-1 Budding by Blocking the Interaction of PTAP/TSG101. Tumor susceptibility gene 101 protein (Homo sapiens), Q99816. Fluorescence polarization, FITC-PTAP peptide / Tsg101 binding. Potency, µM (top dose mostly 115 µM), inactives show top-dose activity change, negative = inhibition, actives largely listed as inhibitors. AID 493005, 2010. 340,000 tested, under 10 active; active = well fitted inhibition curve with a large enough effect in the main read-out, with a control signal flat, not every such curve was filed as active; inconclusive = small, poorly fitted or top-dose-only effect, or effect the other way, or a change in a side signal; inactive = no such curve, though single readings can be large or run the other way; note: potency is the fitted concentration of half-maximal effect; % of control where 0% means no effect
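Steps: Tsg101 binding domain dispensed (10 uM final), compounds pinned in DMSO, FITC-labeled PTAP-motif peptide added (50 nM final); after 20 min binding at room temperature, polarization measured.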
Eya2 inh: qHTS Assay for Inhibitors of the Phosphatase Activity of Eya2 | Protein phosphatase EYA2 (Homo sapiens), O00167 | recombinant Eya2, OMFP fluorescence dephosphorylation (OMFP is methylfluorescein phosphate) | Potency, µM (doses to about 76.9 µM), without a hit: at the highest dose activity, negative = inhibition, hits mostly inhibitors | 330,000 tested, 0.006% active | AID 488837, 2010; note: potency is the fitted concentration of half-maximal effect; % is set by controls: 0 for no effect and ±100 for the full control effect
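Eya2 protein (added as 0.2 uM solution) was preincubated with compound for 10 min at ambient temperature in 50 mM HEPES pH 7.5, 50 mM NaCl, 5 uM MgCl2, 0.05% BSA, 1 mM DTT. OMFP (added at 50 uM) then reacted 10 min; fluorescence read at 485/525 nm.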
ELG1 repair inh: qHTS screen for small molecules that inhibit ELG1-dependent DNA repair in human embryonic kidney (HEK293T) cells expressing luciferase-tagged ELG1; 330,000 tested, 2.3% active; HEK293T ELG1-luciferase reporter, luminescence, 16 h; DNA damage induced by 5-fluorouridine; Potency, µM (series often up to 46.1 µM), without a hit: top-dose activity change, negative = inhibition, actives largely listed as inhibitors; note: potency is the fitted concentration of half-maximal effect; % is set by controls: 0 for no effect and ±100 for the full control effect; nearly all actives have a fitted effect of over 55% in size
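Step one: seed 2,000 cells per well. Step two: pin-transfer compound or DMSO alongside 5-fluorouridine. Step three: incubate 16 hr, 37 °C, 5% CO2. Step four: add ONE-Glo, wait 30 min, read luminescence.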
A-T KAP1 phos: qHTS Assay for Identifying a Potential Treatment of Ataxia-Telangiectasia; […] A-T fibroblasts, KAP-1 phosphorylation AlphaLISA; neocarzinostatin DNA damage 30 min before lysis; Potency, µM (doses to about 57.5 µM), without a hit: at the highest dose activation, most hits filed as activators; 320,000 tested, 0.19% active; note: potency is the fitted concentration of half-maximal effect; % of control where 0% means no effect; nearly all actives have a fitted effect of over 45% in size
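hTERT-immortalized A-T patient fibroblasts ([…]), 500 cells/well in OPTI-MEM, 1% FBS, got compounds for 60 min, then NCS for 30 min at 37C. Lysates were then assayed for phospho-KAP-1 by AlphaLISA (anti-pKAP1 donor, anti-KAP1 acceptor beads), 6 hr at 25C.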
TSHR antag: Antagonists of the Thyroid Stimulating Hormone Receptor: HTS campaign | 330,000 tested, 0.2% active | activity change, negative = inhibition, % at 11.5 µM | TSHR-expressing cells, TSH-stimulated cAMP HTRF, 2 h; hits give low values | Thyrotropin receptor (Homo sapiens), P16473;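 active = activity change below a set negative limit, meaning inhibition stronger than a set level, cut at about -70% in these data; inconclusive = activity change between two set negative limits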; note: % is set by controls: 0 for no effect and ±100 for the full control effect
Target sequence (P16473 whole entry, looked up): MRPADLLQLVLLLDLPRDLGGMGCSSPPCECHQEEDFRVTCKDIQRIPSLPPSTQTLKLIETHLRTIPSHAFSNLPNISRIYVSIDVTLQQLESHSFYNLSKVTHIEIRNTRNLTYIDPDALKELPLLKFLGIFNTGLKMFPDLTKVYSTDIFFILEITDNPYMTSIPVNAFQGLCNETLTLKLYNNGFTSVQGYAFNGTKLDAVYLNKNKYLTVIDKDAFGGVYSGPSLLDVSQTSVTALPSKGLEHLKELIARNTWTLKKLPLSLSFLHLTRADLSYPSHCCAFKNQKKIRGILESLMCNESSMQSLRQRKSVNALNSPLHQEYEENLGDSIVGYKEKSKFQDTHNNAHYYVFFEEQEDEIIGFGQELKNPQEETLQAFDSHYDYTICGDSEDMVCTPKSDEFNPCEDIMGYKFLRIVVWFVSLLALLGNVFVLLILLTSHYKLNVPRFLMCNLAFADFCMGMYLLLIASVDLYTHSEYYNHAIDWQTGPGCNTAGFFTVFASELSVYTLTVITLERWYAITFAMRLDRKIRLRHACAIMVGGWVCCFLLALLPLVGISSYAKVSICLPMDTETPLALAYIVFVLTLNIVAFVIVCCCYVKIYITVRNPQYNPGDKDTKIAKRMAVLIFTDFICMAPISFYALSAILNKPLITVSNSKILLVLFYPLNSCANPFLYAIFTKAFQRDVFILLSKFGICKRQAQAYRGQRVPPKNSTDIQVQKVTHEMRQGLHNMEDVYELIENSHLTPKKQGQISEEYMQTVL
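Read-out is FRET at 665 nm (cryptate excitation 337 nm) from a cryptate-tagged anti-cAMP antibody, competed by cell cAMP against cAMP-d2. Compounds are tested on freshly harvested TSHR cells challenged with 4nM TSH (EC80) for 2 hours at 37 deg C.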
An asterisk follows results filed as active; ? = inconclusive; . = no result given; [ ] = another dose, or the depositor's remark. Unless noted, calls come from the whole dose curve; as a rule, active = well fitted curve in the direction sought with a large enough effect; inconclusive = small, poorly fitted or top-dose-only effect, or another doubt; inactive = no such curve, though single readings can be large; an effect the other way counts as inactive or inconclusive. Compounds as they come, and some 3.2% of all compounds hit somewhere here.

Under each structure: BCR signal inh	Tb PFK block	TCR act	S-ASM inh	Integrin act MD	Mito fusion yeast	TSG101-PTAP inh	Eya2 inh	ELG1 repair inh	A-T KAP1 phos	TSHR antag
COC(=O)CC1COc2ccccc2N1C(=O)c1cc(OC)c(OC)c(OC)c1 (centres undefined)
    1%	2%	8%	4%	-10%	5%	-1%	-9%	4%	20%	19
O=C(CN1CCOCC1)Nc1c(C(=O)C2CC2)oc2ccccc12
    13%	-7%	-1%	0%	30%	4%	-4%	-15%	-5%	5%	-3
CC1Cn2c(nnc2-c2ccccc2O)S1 (centres undefined)
    -2%	-1%	-2%	-2%	-12%	-3%	-3%	0%	-5%	5%	-2
CS(=O)(=O)Nc1ccc(C2=NN(C(=O)c3ccco3)C(c3ccc(F)cc3)C2)cc1 (centres undefined)
    ?	-4%	-4%	-6%	33%	1%	-1%	-1%	?	-2%	27
COc1ccc(OC)c(C2C(C(=O)Nc3nc4ccccc4s3)=C(C)NC3=C2C(=O)CCC3)c1 (centres undefined)
    7%	-1%	1%	.	10%	?	-4%	3%	?	14%	-13
CCOC(=O)C(CN1CCCC1)c1ccccc1 (centres undefined)
    -7%	0%	1%	9%	4%	-5%	.	1%	1%	7%	-4
COCCn1c(SCC(=O)Nc2sccc2C(N)=O)nc2cc(Cl)ccc2c1=O
    ?	-1%	0%	-14%	-36%	3%	-3%	11%	23µM*	-1%	-8
CCC(NC(=S)NC1CCCCC1)c1ccc(C(C)C)cc1 (centres undefined)
    ?	-4%	.	.	.	-18%	.	-8%	-3%	-4%	-21
Cc1nc(NC(=S)NC(=O)c2ccccc2)sc1C(=O)N(C)C
    -9%	1%	3%	0%	9%	3%	-6%	6%	?	0%	-12
Cc1cc(C)c(C#N)c(SCC(=O)Nc2nnc(-c3ccccc3)s2)n1
    -21%	-5%	-4%	2%	7%	13%	-1%	-1%	13%	7%	-9
O=S(=O)(c1ccc(N2CCOCC2)nc1)N1CCOCC1
    -2%	0%	.	1%	21%	-4%	-6%	5%	4%	9%	15
O=C(Nc1ccccc1)C1=C[C@@H](c2coc3ccccc3c2=O)C[C@@H](OCCCCO)O1
    5%	-1%	0%	24%	27%	4%	.	-2%	-2%	1%	-4
COc1ccc(/C=N/n2cc(-c3ccc(OC)cc3)nc2N)cc1
    -5%	-4%	.	-1%	-6%	1%	0%	2%	-1%	17%	2
CN(C)S(=O)(=O)c1ccc(N2CCCC2)c(C(=O)Nc2nc(-c3ccc(F)c(F)c3)cs2)c1
    -2%	-3%	2%[46.1 µM]	-5%	-12%	-7%	-3%	-5%	?	0%	-1
CCc1nc2oc3ccccc3c(=O)c2c(=O)n1CCOC
    2%	1%	.	1%	18%	2%	-5%	-12%	6%	-2%	-17
Cc1ccc2c(c1)c(Sc1ccccc1)c(CC(=O)O)n2C
    1%	-7%	13%[46.1 µM]	9%	-11%	13%	-2%	13%	4%	-3%	-3
CCn1c(CSc2nc3ccccc3s2)nnc1SCC(=O)c1ccc(Cl)cc1
    13%	-9%	4%	-2%	-49%[inhibitor]	-1%	-1%	-10%	5%	1%	2
COc1ccc(-c2cn(CCO)c(-c3ccncc3)n2)cc1
    3%	-4%	0%	4%	-23%	-8%	-11%	-7%	26%	8%	2
Cc1c(NC(=O)CSc2nnc(C(C)Oc3ccc(Cl)cc3)n2-c2ccccc2)c(=O)n(-c2ccccc2)n1C (centres undefined)
    ?	0%	3%	-2%	-10%	-2%	-3%	17%	13%	0%	15
CCN(CC)c1nc(N)c2c(N)nc3c(c2c1C#N)CC(c1ccccc1)O3 (centres undefined)
    ?	-9%	2%	57%[activator]	5%	15%	-8%	-28%	0%	12%	12
CCN(CC)CC(=O)N1c2ccccc2Sc2ccc(Cl)cc21
    -1%	-1%	7%[46.1 µM]	2%	-23%	1%	-1%	9%	-8%	3%	-7
O=C(NCCO)c1nc(NCCO)c2ccccc2n1
    1%	-7%	0%	-2%	17%	0%	-8%	7%	8%	-8%	16
CCOc1ccc(C(=O)NCC(=O)NNC(=O)C2COc3ccccc3O2)cc1OCC (centres undefined)
    0%	0%	1%	-2%	0%	-6%	1%	5%	2%	-2%	14
CCOc1cc2[nH]c(=O)n(CCCCC(=O)N3CCCCCC3)c(=O)c2cc1OCC
    6%	1%	3%[46.1 µM]	1%	-25%	-3%	-6%	7%	?	4%	-13
CC(OC(=O)CCN1C(=O)c2cccc([N+](=O)[O-])c2C1=O)C(=O)Nc1cc(Cl)cc(Cl)c1 (centres undefined)
    -1%	-4%	-10%[46.1 µM]	-11%	-7%	0%	-2%	1%	-4%	-1%	-2
O=C(c1ccc2ccccc2c1)C1CCCN(C(=O)c2cnccn2)C1 (centres undefined)
    6%	2%	-1%	0%	-12%	17%	-8%	0%	2%	18%	-30
CN(CCOC(=O)c1ccccc1)Cc1ccccc1
    -1%	-7%	5%[46.1 µM]	1%	-4%	0%	1%	3%	5%	10%	-6
CC(=O)CS(=O)(=O)c1ccc(Oc2ccc(S(=O)(=O)CC(C)=O)cc2)cc1
    20%	-1%	-5%[46.1 µM]	3%	-11%	-5%	0%	-1%	-5%	.	-15
Cc1ccc(C[C@H](C(=O)O)N2C(=O)c3ccc(C(=O)O)cc3C2=O)c(C)c1
    -2%	0%	.	.	.	-5%	.	-3%	.	6%	-8
NS(=O)(=O)c1ccc(CNc2ncnc3sccc23)cc1
    -12%	2%	0%	8%	-24%	4%	-1%	3%	16%	7%	13
CCOc1cc(/C=C2\N=C(SC)SC2=O)cc([N+](=O)[O-])c1OC(C)=O
    ?	6%	-4%	-1%	17%	1%	-9%	-2%	-4%	-2%	-22
CCCC1C(=O)N(c2ccccc2)C1c1ccccc1 (centres undefined)
    -11%	-2%	4%	?	-10%	4%	-8%	-4%	9%	0%	-10

In a second layout: results already given.
SMILES	BCR signal inh	Tb PFK block	TCR act	S-ASM inh	Integrin act MD	Mito fusion yeast	TSG101-PTAP inh	Eya2 inh	ELG1 repair inh	A-T KAP1 phos	TSHR antag
CN(CCOC(=O)c1ccccc1)Cc1ccccc1	-1%	-7%	5%[46.1 µM]	1%	-4%	0%	1%	3%	5%	10%	-6
CC(=O)CS(=O)(=O)c1ccc(Oc2ccc(S(=O)(=O)CC(C)=O)cc2)cc1	20%	-1%	-5%[46.1 µM]	3%	-11%	-5%	0%	-1%	-5%	.	-15

Looked up above.
BCR signal inh, `CCOc1ccc(C(=O)NCC(=O)NNC(=O)C2COc3ccccc3O2)cc1OCC` (centres undefined) stands at 0%
TCR act, `O=C(c1ccc2ccccc2c1)C1CCCN(C(=O)c2cnccn2)C1` (centres undefined) stands at -1%
ELG1 repair inh, `NS(=O)(=O)c1ccc(CNc2ncnc3sccc23)cc1` stands at 16%

Bioassay records deposited in PubChem BioAssay by National Center for Advancing Translational Sciences (NCATS).
